# NTR1 ag – agonists of NTR1, primary screen, imaging, U2OS cells, beta-arrestin-GFP, high content (AID 493036); P30989; activation, % at 20 µM; NTR1-U2OS beta-arrestin-GFP spot imaging, agonist mode; hit rate 0.17% among 330,000;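 active means activation at or above 40% of the spot to cytoplasm intensity ratio, with at least 20 cells analyzed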;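 further: 0% = DMSO without peptide and 100% = 100 nM NTR1 peptide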
# Target sequence (P30989 whole entry, looked up): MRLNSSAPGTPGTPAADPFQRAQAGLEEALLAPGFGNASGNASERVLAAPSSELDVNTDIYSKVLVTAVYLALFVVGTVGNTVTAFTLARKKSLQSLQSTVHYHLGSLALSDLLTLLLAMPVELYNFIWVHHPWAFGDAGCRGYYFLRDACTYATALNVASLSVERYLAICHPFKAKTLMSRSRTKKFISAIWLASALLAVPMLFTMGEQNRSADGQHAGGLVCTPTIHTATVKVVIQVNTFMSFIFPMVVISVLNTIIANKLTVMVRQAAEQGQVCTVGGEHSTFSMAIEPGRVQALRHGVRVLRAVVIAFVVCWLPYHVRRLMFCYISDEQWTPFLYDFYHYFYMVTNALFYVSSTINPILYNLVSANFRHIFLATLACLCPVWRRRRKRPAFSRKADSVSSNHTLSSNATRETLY
# GPR55 activation – selective activators of receptor GPR55 – imaging, U2OS cells, beta-arrestin-GFP redistribution, primary screen (AID 1961) | U2OS GPR55 beta-arrestin-GFP redistribution imaging; higher % means a stronger effect | activation, % at 10 µM; hits with a dose series show EC50 in µM | hit rate 0.048% among 290,000;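 active means activation above 40% with more than 50 cells counted in the well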;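 further: U2OS osteosarcoma cells stably expressing GPR55 and beta-arrestin-GFP; plate controls were DMSO negative control for no effect and LPI positive control for full effect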
# T cell HTS – T cell immune modulators affecting CD8 T cell-vesicle binding | 2C CD8+ T cell-vesicle binding, flow cytometry; active compounds read low | hit rate 0.068% among 330,000 | calls only at 7 µM;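 active means response, share of CD8 T cells binding vesicles, and their 90th percentile fluorescence all below set limits, cut at about 80% in these data, passing the limit was not always enough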
#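 Material: murine 2C transgenic CD8+ T lymphocytes / Also added: QL9-peptide-loaded Drosophila micro-vesicles bearing Ld, ICAM-1 and B7-1 / Schedule: binding step 1.5 h, 37 °C, antibody labelling 20 min, ice / Signal: flow cytometry, PE anti-B7-1 (FL2) versus Alexa647 anti-CD8 (FL8), PFA-fixed / Evaluation: percent CD8+ FL2 mean versus row control / Benchmarks: naked versus QL9-loaded vesicles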
# SV40 large T antigen – TAg ATPase/helicase activity blockers – biochemical (AID 1903) | SV40 large T antigen ATPase/helicase inhibition assay; higher % means a stronger effect | inhibition, % at 20 µM; hits with a dose series show IC50 in µM | hit rate 0.39% among 310,000; in the data active means a potency from the dose series; further: strong numbers were not always called active
# GPR55 antagonists – inhibition of LPI-stimulated GPR55 beta-arrestin translocation – imaging, U2OS, beta-arrestin-GFP, LPI agonist, primary screen (AID 2013); U2OS GPR55 beta-arrestin-GFP translocation imaging, LPI antagonism; higher % means a stronger effect; hit rate 0.13% among 290,000; inhibition, % at 10 µM, or IC50 in µM where a hit was titrated;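 active means spots per cell inhibited over 60%, with over 100 cells counted and total cytoplasm intensity under 500,000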;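 further: U2OS cells stably carrying GPR55 and arrestin-GFP stimulated by 5 µM LPI near EC80; imaged beta-arrestin-GFP aggregate spots per cell after agonist stimulation; plate controls were LPI-stimulated DMSO wells for no effect and DMSO wells without LPI for full effect; some results filed as inactive read as strong as hits; confirmed hits need IC50 under 10 µM and bright autofluorescent wells are also inconclusive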
# Hep lipid drop – hepatic lipid droplet formation modulation. hit rate 0.4% among 240,000. AML12 mouse hepatocytes, oleate lipid droplets, BODIPY imaging. inhibition, % at 6.5 µM;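 active means lipid droplet intensity inhibited by at least 50%, with more than 500 cells counted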
#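 Assay system: AML12 mouse liver cells | Compound dosing: One dose, 6.5 µM compound | Read-out basis: Droplet intensity reduction, % inhibition | Measured by: Fluorescence imaging, 20x objective, two fields per well | Schedule: Overnight treatment with compound plus oleate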
# LYP inhibition – PTPN22 lymphoid phosphatase activity blockers – biochemical, fluorescence intensity, uHTS (AID 1779); recombinant LYP phosphatase, fluorescence intensity; higher % means a stronger effect; inhibition, % at 11.5 µM, or IC50 in µM where a hit was titrated; hit rate 0.054% among 290,000; in the data active means inhibition above about 50%;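 further: plate controls were vehicle with enzyme for no effect and no enzyme for full effect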
# GPR35 antagonists – inhibition of zaprinast-stimulated GPR35 beta-arrestin translocation – imaging, U2OS, beta-arrestin-GFP, zaprinast agonist, primary screen (AID 2058). U2OS GPR35 beta-arrestin-GFP translocation imaging, zaprinast antagonism; higher % means a stronger effect. hit rate 0.052% among 290,000. one-dose inhibition, % at 10 µM; IC50 in µM for titrated hits;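 active means inhibition of at least 50% with at least 30 cells and total cytoplasm GFP at most 10,000,000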
# Rac1 GTP hydrolysis – MgcRacGAP GTPase-activating activity inhibitors, confirmation, biochemical, ADP Hunter fluorescence; MgcRacGAP-stimulated Rac1 GTP hydrolysis, ADP Hunter fluorescence; higher % means a stronger effect; GST-tagged Rac1 F28L mutant substrate; inhibition, % at 30 µM, or IC50 in µM where a hit was titrated; hit rate 0.6% among 340,000;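 active means first-screen hits whose inhibition reached a set limit at any dose in the follow-up dose series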;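 further: fluorescence reports GDP produced by GAP-driven GTP hydrolysis; strong numbers were not always called active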
# Hep lipid drop cells 6.5 µM – recorded beside Hep lipid drop, whose call it bears; cell count; measured here: cell count, cytotoxicity flag;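 cells counted across two imaged fields per well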
# T cell HTS vesicle-bound % – recorded beside T cell HTS, whose call it bears; double positive events, %; measured here: CD8+ vesicle-bound cell fraction;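 binding gate set so that unloaded-vesicle control wells show 10% double positive cells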
# NTR1 ag cell count 20 µM – second read-out of NTR1 ag, no call of its own (marks repeat the call); cell count; measured here: cell count, cytotoxicity flag
# * marks the source's active call; other numbers are inactive results; i = inactive; · = not tested or not shown; & = joins results of further samples.
SMILES,NTR1 ag,NTR1 ag cell count 20 µM,GPR55 activation,T cell HTS,T cell HTS vesicle-bound %,SV40 large T antigen,GPR55 antagonists,Hep lipid drop,Hep lipid drop cells 6.5 µM,LYP inhibition,GPR35 antagonists,Rac1 GTP hydrolysis
CN1CCCN(Cc2ccccc2C(F)(F)F)CC1,-2.0,72,-0.3%,i,18,6%,3%,37,676,-4%,-14%,83µM*
CCCN1CCn2c3c(c4cc(Br)ccc42)CCCC31 (stereo not given),4.5,99,0.5%,·,·,·,-10%,-6,795,-4%,14%,7%
O=C(N/N=C/c1cccnc1)c1cccc(Cl)c1,2.5,48,-0.2%,i,21,3%,-7%,-6,843,-5%,-6%,10%
Cc1ccc(C(=O)N/C(=C\c2cccs2)c2nc3ccccc3[nH]2)cc1,4.2,49,-0.5%,i,0,24%,5%,-12,559,-2%,16%,5%
Cc1snc(S(=O)(=O)Cc2ccccc2Cl)c1C#N,2.1,100,0.3%,i,31,-1%,5%,·,·,-6%,12%,1%
CCOC(=O)N1CCC(N2Cc3cccc(C(=O)NCc4ccc5c(c4)OCO5)c3C2=O)CC1,0.4,70,-0.4%,i,45,6%,10%,-6,658,-5%,0%,8%
Cc1ccc(NC(=O)Cn2cc3c(n2)CCC(C)C3)cc1 (stereo not given),0.2,42,0.8%,i,37,8%,6%,-16,680,-2%,9%,5%
CC(C)(C)C(=O)C(CO)(Oc1ccc(Cl)cc1)n1cncn1 (stereo not given),-0.5,39,-0.2%,i,16,0%,-4%,·,·,-6%,-7%,3%
COc1cc(C2NC(=O)c3ccccc3O2)cc(OC)c1OC (stereo not given),-2.3,70,0.3%,i,20,12%,-5%,·,·,-6%,-15%,0%
CC(=O)N=c1sc(S(N)(=O)=O)nn1C,0.0,60,-0.2%,i,35,1%&25%,8%,1,739,-8%,4%,2%
Cc1cc(-c2ccc(C)c(S(=O)(=O)NCCC(C)N3CCCCCC3)c2)on1 (stereo not given),2.9,62,0.2%,i,3,8%,6%,-21,747,-10%,-8%,-1%
Nc1nc(-c2ccc(Cl)cc2)cn1N,1.0,61,0.0%,i,57,4%,6%,·,·,-4%,20%,-6%
CC(C)(C)c1ccc(O)c(/C=N\O)c1,-0.2,50,-0.2%,i,25,3%,3%,11,806,-5%,-15%,4%
CCOc1cccc(N2C(=O)CC(N3CCN(c4ccc(S(=O)(=O)CC)cc4)CC3)C2=O)c1 (stereo not given),2.8,82,-0.2%,i,54,8%,4%,12,813,-1%,4%,5%
c1ccc(CCN2CN(CCCN3CCOCC3)c3nc4ccccc4n3C2)cc1,1.0,69,0.6%,i,5,2%,-1%,·,·,-2%,-4%,7%
CCC1(CC)Cc2ccccc2C(Nc2c(C)n(C)n(-c3ccccc3)c2=O)=N1,0.2,33,0.3%,i,58,10%,-8%,-7,774,-8%,-8%,12%
Cn1c(=O)c(Oc2cc(Cl)cc(Cl)c2)nc2ccccc21,2.1,98,-0.3%,i,43,4%,6%,-1,649,-3%,-1%,4%
CC(=O)NC(Cc1ccccc1)C(=O)N1CCN(C(=O)c2cccs2)CC1 (stereo not given),0.7,58,-0.2%,i,19,15%,7%,14,754,1%,-5%,7%
O=c1cc(CO)occ1OCc1c(F)cccc1Cl,0.8,61,1.1%,i,59,12%,13%,5,668,-8%,-5%,-1%
CC1(c2nnc(-c3ccc(Cl)cc3)o2)CC(c2cccc(Cl)c2)=NO1 (stereo not given),-2.6,90,-0.1%,i,3,3%,-2%,3,668,-7%,1%,8%
C=CCc1cccc2cc(C(=O)OCC)c(=O)oc12,0.7,61,0.1%,i,22,6%,-7%,-12,680,-6%,-16%,9%
COc1ccc(Cl)cc1N1C(=NC(=O)C2CCCO2)SC2CS(=O)(=O)CC21 (stereo not given),-0.3,51,-0.1%,i,14,10%,5%,-54,440,-13%,7%,-10%
Cc1ccccc1N=Cc1cccc(O)c1O,8.6,55,-0.1%,i,44,18%,5%,-3,675,3%,0%,12%
CCCCOC(=O)c1ccc(NC(=O)c2cc(Cl)c(Cl)cc2C(=O)O)cc1,0.5,53,0.1%,i,14,0%,-1%,8,722,-2%,-6%,-1%
COc1ccc(/C=N/NC(=O)CCN2CCN(c3ccccc3)CC2)c(OC)c1OC,-0.9,56,0.0%,i,55,15%,12%,5,515,-2%,-3%,10%
Fc1ccc(OCCCCN2CCOCC2)cc1,-0.4,37,0.0%,i,37,-1%,11%,1,760,-7%,-6%,-1%
CC(=O)OC(COc1ccccc1)Cn1cnc2ccccc21 (stereo not given),0.4,61,-0.2%,i,36,12%,-5%,-3,732,-8%,8%,9%
Cc1ncc([N+](=O)[O-])n1CC(=O)Nc1ccc2c(c1)OCO2,-0.4,71,0.0%,i,53,4%,7%,0,684,0%,-2%,11%
OC(COCc1ccc2c(c1)OCO2)CN1CCN(Cc2ccccc2)CC1 (stereo not given),-0.4,37,-0.1%,i,20,3%,-10%,-2,792,-11%,10%,12%
Cc1ccc(SCC(=O)OCC(=O)N(CC(C)C)C2CCS(=O)(=O)C2)cc1C (stereo not given),-0.6,48,·,i,49,3%,·,·,·,·,·,9%
CC1=C(C(=O)OCCOc2ccccc2)C(c2ccsc2)NC(=O)N1C (stereo not given),1.1,38,-0.3%,i,39,19%,14%,-7,737,-2%,-2%,5%
COc1ccc(C(c2nnnn2Cc2ccccc2)N2CCN(c3nc4ccccc4s3)CC2)cc1 (stereo not given),1.4,57,-0.2%,i,67,0%,9%,·,·,-1%,5%,1%
COc1ccccc1CNC(=O)COC(=O)CNS(=O)(=O)c1ccc(C)cc1,-1.0,66,0.2%,i,64,3%,-2%,-7,661,-6%,20%,6%
Cn1ccnc1SCC(=O)c1ccc2ccccc2c1,0.4,52,0.8%,i,36,2%,4%,3,696,-6%,1%,11%
CCN(CC)CCCNC(=O)/C=C/C(=O)O,-1.1,49,-0.2%,i,18,17%,14%,16,737,-6%,9%,4%
CCOc1ccc(CCNC(=O)c2cccc(N3CCCC3=O)c2)cc1OCC,2.8,92,-0.1%,i,22,3%,-1%,9,793,-5%,3%,11%
Cc1ccc(S(=O)(=O)NN2C(=O)/C(=C\c3ccc(Cl)cc3)SC2=S)cc1,1.3,50,0.5%,i,43,7%,-1%,-3,795,-7%,2%,6%
Cc1cc(=O)oc2c3c(cc(OCC(=O)NCCC(=O)O)c12)OC(C)(C)CC3,-0.1,87,0.4%,i,49,4%,4%,10,804,-21%,-14%,2%
Cc1cc(NS(=O)(=O)c2ccc(NC(=O)C(C)Oc3cc(C)c(Cl)c(C)c3)cc2)no1 (stereo not given),-0.3,56,-0.1%,i,19,6%,16%,-18,515,-5%,2%,8%
COC(=O)C1CCN(C(=O)Cn2nnc(-c3cccc(F)c3)n2)CC1,0.6,72,0.0%,i,35,3%,1%,4,801,-4%,-14%,-1%
Cc1ccccc1NC(=S)NNC(=O)c1ccncc1,0.1,52,0.6%,i,48,1%,4%,0,726,-3%,-10%,6%
COc1ccc(NC(=S)N2CCC(N(C)CC3CCCO3)CC2)cc1 (stereo not given),-0.6,46,0.2%,i,41,11%,6%,-2,566,-6%,-7%,5%
O=C(Cc1cccc2ccccc12)NCC(=O)Nc1ccccc1F,-1.0,53,-0.1%,i,25,9%,-2%,2,824,-1%,8%,9%
CC(C)(C)c1nc(SCC(=O)NCc2ccco2)c2ccccc2n1,-0.7,82,-0.3%,i,20,13%,15%,·,·,1%,-4%,9%
N#Cc1ccc(-c2ccccc2)nc1SCCN1CCOCC1,-1.8,71,0.3%,i,41,9%,8%,13,650,1%,4%,10%
COc1cccc(CC(=O)OCC(=O)N(C)CC(=O)Nc2ccc(Cl)c(C(F)(F)F)c2)c1,4.3,41,·,i,13,5%,·,·,·,·,·,2%
CCOc1ccc(CN2CCNC(=O)C2CC(=O)NCCN2CCOC2=O)cc1 (stereo not given),0.9,42,-0.1%,i,30,8%,-13%,-41,702,-3%,-11%,7%
Cc1ccc(OCC(=O)Nc2ccc(N3CCOCC3)cc2)cc1,0.5,53,-0.3%,i,37,13%,6%,·,·,3%,2%,2%
CN=C(Nc1cc(C)nn1CCC#N)c1ccccc1,1.2,47,-0.2%,i,14,15%,2%,·,·,-8%,2%,1%
O=S(=O)(Nc1ccc2ccccc2n1)c1ccccc1,0.3,42,-0.2%,i,22,8%,23%,20,853,2%,-14%,2%
CCS(=O)(=O)c1ccc(-c2cccc(NC(=O)COc3ccc(Cl)cc3)c2)nn1,3.5,60,0.2%,i,50,8%,-13%,-2,734,-11%,-8%,-2%
O=C(/C=C/c1ccccc1)N1CCN(Cc2nc3ccccc3c(=O)[nH]2)CC1,1.8,44,-0.2%,i,37,14%,-4%,·,·,-8%,-12%,4%
O=C(Nc1ccc(S(=O)(=O)Nc2nccs2)cc1)c1ccc(F)cc1,1.5,67,0.3%,i,46,8%,14%,28,781,1%,20%,9%
COc1cccc(OC)c1OCCCc1c(C)n[nH]c1C,1.9,88,-0.2%,i,20,33%,32%,·,·,-2%,13%,-5%

# A draw from above in order of SMILES length, rising.
SMILES,NTR1 ag,NTR1 ag cell count 20 µM,GPR55 activation,T cell HTS,T cell HTS vesicle-bound %,SV40 large T antigen,GPR55 antagonists,Hep lipid drop,Hep lipid drop cells 6.5 µM,LYP inhibition,GPR35 antagonists,Rac1 GTP hydrolysis
CN=C(Nc1cc(C)nn1CCC#N)c1ccccc1,1.2,47,-0.2%,i,14,15%,2%,·,·,-8%,2%,1%
O=C(/C=C/c1ccccc1)N1CCN(Cc2nc3ccccc3c(=O)[nH]2)CC1,1.8,44,-0.2%,i,37,14%,-4%,·,·,-8%,-12%,4%
CCS(=O)(=O)c1ccc(-c2cccc(NC(=O)COc3ccc(Cl)cc3)c2)nn1,3.5,60,0.2%,i,50,8%,-13%,-2,734,-11%,-8%,-2%

# Rows are unselected. Share with any hit: about 1.8%.
